Compound activity (PubChem)
PPARg SRC-1 ag: promotes SRC-1 coactivator recruitment by human PPARgamma. P37231. PPARgamma-SRC-1 coactivator recruitment biochemical assay. activation, % at 8 µM. actives 0.41% (n = 200,000); in the data active means activation above about 19%;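 further: 0% = DMSO and 100% = reference agonist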
PPARg SRC-2 ag: agonists of SRC-2 recruitment by human PPARgamma; P37231; PPARgamma LBD-SRC-2 recruitment, biochemical; activation, % at 8 µM; actives 0.34% (n = 200,000); AID 1032; in the data active means activation above about 22%;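 further: 0% = vehicle and 100% = reference agonist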
SRC2 TRFRET art: TR-FRET artefact, counter-screen to PPARgamma/SRC-2 agonist assay | hits give high values | TR-FRET ratio at 8 µM | actives 0.4% (n = 200,000) | AID 1049; in the data active means TR-FRET ratio above about 2000; further: inactives centre near 1500
TNAP act hi DEA: activators of human TNAP at high phosphate acceptor concentration | P05186 | purified TNAP, CDP-star luminescence, 1 M DEA, 30 min; hits give high values; 0 = EDTA background, 1 = DMSO-only activity | activation factor at 20 µM | 200,000 tested, under 10 active;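 active means activation factor at least 2 at 20 µM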
Target sequence (P05186 whole entry, looked up): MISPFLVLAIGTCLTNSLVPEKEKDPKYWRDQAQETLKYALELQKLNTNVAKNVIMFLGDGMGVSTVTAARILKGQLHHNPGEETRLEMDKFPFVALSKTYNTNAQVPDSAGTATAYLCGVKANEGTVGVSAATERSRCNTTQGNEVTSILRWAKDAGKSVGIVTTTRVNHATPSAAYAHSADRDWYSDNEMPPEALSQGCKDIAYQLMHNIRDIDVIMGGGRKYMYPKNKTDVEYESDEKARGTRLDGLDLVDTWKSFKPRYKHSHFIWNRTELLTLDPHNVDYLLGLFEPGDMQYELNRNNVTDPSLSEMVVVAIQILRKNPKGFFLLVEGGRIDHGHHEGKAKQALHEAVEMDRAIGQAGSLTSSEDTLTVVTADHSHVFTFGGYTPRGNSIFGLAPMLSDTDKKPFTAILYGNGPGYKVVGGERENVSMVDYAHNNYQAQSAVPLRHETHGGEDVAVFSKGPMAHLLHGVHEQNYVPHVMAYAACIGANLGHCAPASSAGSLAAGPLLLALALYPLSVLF
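system = human TNAP | amount = enzyme diluted 1/800 final | reagent = 100 µM CDP-star substrate | signal = luminescent substrate turnover signal | dosing = one dose, 20 µM | benchmarks = EDTA negative control, DMSO positive control | measure = activation factor | timing = 30 min reaction, room temperature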
bIAP inh: intestinal alkaline phosphatase (bovine) inhibition; purified bovine IAP, CDP-star luminescence, 30 min; inhibition, % at 20 µM; 190,000 tested, under 10 active;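 active means over 50% inhibition of intestinal alkaline phosphatase at 20 µM in the single-dose screen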
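Assay system: bovine IAP enzyme; medium: DEA buffer 100 mM, pH 9.8, with MgCl2 1.0 mM, ZnCl2 0.02 mM; doses: 20 µM single dose; incubation: enzyme reaction for 30 min at room temperature; detection: CDP-star luminescence signal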
PPARg SRC-3 ag: promotes SRC-3 coactivator recruitment by human PPARgamma | P37231 | biochemical PPARgamma/SRC-3 coactivator recruitment assay | activation, % at 8 µM | actives 0.26% (n = 200,000) | AID 731; in the data active means activation above about 23%;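 further: 0% = DMSO and 100% = reference agonist; some compounds past the cut are filed as inactive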
STAT3 activator: STAT3 signaling activation; U3A cells, IL-6 STAT3-luciferase reporter, luminescence; 100% = signal with IL-6 EC80 alone; activation (% of control), % at 5.6 µM; actives 0.91% (n = 190,000);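 active means activation above the screen-wide mean of compound activation plus 3 SD, cut at about 130% in these data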;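 further: 0% = background luminescence of wells with medium and substrate only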
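system = STAT3-luciferase reporter U3A cells | reagent = IL-6 stimulus at 33 ng/mL final | timing = 1 h compound pre-exposure, 6 h IL-6 stimulation, 37 °C | measured by = luminescence | evaluation = % activation versus median of IL-6-stimulated wells | control set = IL-6-only wells as 100% reference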
STAT3 inh: reduces IL-6 driven STAT3 reporter signal; U3A cells, IL-6 STAT3-luciferase reporter, luminescence; host cell line lacks STAT1; inhibition, % at 5.5 µM; actives 0.89% (n = 190,000); AID 862;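 active means inhibition above the mean inhibition across all screened compounds plus 3 SD, cut at about 44% in these data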;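 further: 0% = DMSO only wells and 100% = 100 µM nifuroxazide control wells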
ROMK primary: human ROMK K+ channel modulation, primary screen. Tet-inducible ROMK, thallium flux fluorescence; actives lie on both sides. B-score at 10 µM. P48048. actives 2% (n = 130,000). AID 1918;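 active means signal ratio slope over the read window, or its plate-corrected B-score, at least 3 SD from the plate mean, either direction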;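 further: B-score of the F/F0 ratio slope over 7 to 12 s after thallium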
Target sequence (P48048 whole entry, looked up): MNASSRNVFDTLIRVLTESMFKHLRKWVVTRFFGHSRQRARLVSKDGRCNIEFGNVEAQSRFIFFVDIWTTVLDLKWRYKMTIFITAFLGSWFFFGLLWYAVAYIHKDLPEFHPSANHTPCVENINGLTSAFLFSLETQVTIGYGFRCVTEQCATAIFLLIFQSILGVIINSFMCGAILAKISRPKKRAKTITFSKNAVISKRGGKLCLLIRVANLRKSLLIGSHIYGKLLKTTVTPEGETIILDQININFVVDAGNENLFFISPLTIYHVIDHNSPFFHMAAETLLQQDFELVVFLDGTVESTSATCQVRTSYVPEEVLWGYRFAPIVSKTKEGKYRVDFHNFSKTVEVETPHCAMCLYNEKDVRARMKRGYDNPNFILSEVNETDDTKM
STAT1 blocker: inhibitors of IFN-gamma induced STAT1 signaling; inhibition, % at 5.5 µM; NIH 3T3 STAT1-luciferase reporter, luminescence; actives 0.35% (n = 200,000);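 active means inhibition above a set limit, the mean inhibition across all tested compounds plus 3 SD, cut at about 34% in these data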;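 further: 0% = IFN-gamma with DMSO and 100% = IFN-gamma with 300 µM nifuroxazide; values of inactives mirror those of a sister screen read the other way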
bIAP act: increases bovine intestinal alkaline phosphatase activity; actives 0.17% (n = 200,000); activation factor at 20 µM; purified bovine IAP, CDP-star luminescence, 30 min; hits give high values; fold of DMSO-control signal, blank-subtracted;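 active means activation factor of 2 or more at 20 µM, a signal rise over negative controls twice the positive control's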
* marks the source's active call; other numbers are inactive results; . = not tested or not shown. Rows were taken by chance; about 3.7% have a hit in one of these screens.

SMILES	PPARg SRC-1 ag	PPARg SRC-2 ag	SRC2 TRFRET art	TNAP act hi DEA	bIAP inh	PPARg SRC-3 ag	STAT3 activator	STAT3 inh	ROMK primary	STAT1 blocker	bIAP act
COc1ccc(N2C(=O)C(CN3CCN(C)CC3)C2c2ccccc2)cc1 (stereo unspecified)	0	-4	1620	1	4	-5	105	1	-0.31	-4	1
COc1cc(/C=N/n2cnnc2)ccc1OC(=O)c1ccco1	-4	3	1621	1	-5	-1	100	4	0.62	1	1.1
Cc1nc(C#N)c(N/N=C/c2cccc(Cl)c2)o1	1	8	1500	1	17	-1	97	4	-0.55	-17	0.8
COP(=O)(/C=C/c1ccccc1)C(O)c1ccc(F)cc1 (stereo unspecified)	8	8	1530	1	14	9	95	14	.	4	0.9
CSc1ccccc1NC(=O)CN(C)CC(=O)Nc1cc(C)ccc1C	1	1	1788	1	-6	0	91	13	.	7	1.1
CCc1cc[n+](CC(=O)Nc2ccc(Cl)cc2Cl)cc1	-3	0	1497	1	6	4	95	10	1.1	1	0.9
O=C(COc1ccc(/C=N/NC(=O)C(=O)N2CCCCCC2)cc1)Nc1ccccc1Cl	4	4	1698	1	7	5	88	12	.	-1	0.9
Cc1ccccc1NS(=O)(=O)c1ccc(OCC(=O)NCc2ccco2)cc1	-1	-1	1502	1	12	-12	110	-10	-0.71	7	0.9
O=S(=O)(Nc1nccs1)c1ccc(F)cc1	3	3	1717	1	-8	-2	101	5	-0.065	-4	1.1
O=C(O)CSc1nnc(-c2ccco2)o1	-2	5	1478	1.1	7	-11	102	0	-0.065	-3	0.9
CCNc1cc2oc(=O)c(CN3CCOCC3)c(C)c2cc1C	1	-6	1579	1.1	-25	-2	106	0	.	-4	1.3
CCOc1cc(C2C(C#N)=C(N)OC(C)=C2C(C)=O)cc(Br)c1O (stereo unspecified)	1	10	1628	1	25	8	98	5	-1.3	5	0.8
CCC(=O)N(CCC(Cc1ccccc1)c1ccc2c(c1)OCO2)Cc1ccccc1F (stereo unspecified)	-6	-7	1409	1	1	-7	103	2	.	3	1
O=C(Oc1cc(-c2ccccc2)no1)c1cccc(C(F)(F)F)c1	0	7	1571	1.1	3	-2	99	7	1.3	-2	1
CCOc1ccc(S(=O)(=O)N/N=C(\C)C2CCCCC2)cc1	2	9	1603	1	-4	1	107	-8	.	-5	1
Cc1ccc(SCC(=O)Nc2nccs2)cc1	-5	1	1409	1	2	-5	105	-2	-0.11	-2	1
COc1ccc(S(=O)(=O)Nc2c(C)c(C)cc3c2ncn3C)cc1	3	4	1567	1	-3	5	100	4	.	-4	1
COc1ccc(C(=O)N2CCN(c3ncnc4c(-c5ccccc5)nsc34)CC2)cc1	6	-7	1345	1	15	-3	93	14	0.071	0	0.9
Nc1[nH]n(-c2ccccc2)c(=O)c1N=Nc1ccccc1[N+](=O)[O-]	-2	8	1525	0.7	41	0	93	9	0.57	-43	0.6
O=C(Nc1ccc(F)cc1)c1ccccc1Oc1ccc(C(F)(F)F)cc1[N+](=O)[O-]	-6	4	1830	1	-4	3	102	-5	0.78	4	1
COCCn1c(-c2ccc(OC)cc2)nc2ccccc21	9	6	1719	1	1	10	103	2	-0.13	-1	1
CNC(=O)CSCc1c(Cl)cccc1Cl	1	5	1477	1.1	7	-5	90	14	.	2	0.9
Cc1cc(C=O)c(C)n1-c1cccc(C(=O)O)c1	5	5	1852	1	12	-4	102	2	0.91	3	0.9
CCOC(=O)C1CCCN(C(=O)CC(c2ccccc2)c2ccccc2)C1 (stereo unspecified)	1	5	1512	1.1	14	-4	95	9	.	3	0.9
O=S(=O)(/N=C(/Nc1ccccn1)c1ccccc1)c1ccc(Cl)cc1	0	7	1553	1	-3	13	93	14	0.21	3	1
SMILES	PPARg SRC-1 ag	PPARg SRC-2 ag	SRC2 TRFRET art	TNAP act hi DEA	bIAP inh	PPARg SRC-3 ag	STAT3 activator	STAT3 inh	ROMK primary	STAT1 blocker	bIAP act
CCOC(=O)c1ccc(-n2c(CN3CCN(CCO)CC3)nc3ccc([N+](=O)[O-])cc3c2=O)cc1	4	15	1364	1	-7	2	100	-1	-0.37	4	1.1
O=C(Oc1cccc(O)c1)C1CCCCC1	-2	1	1478	1	-8	7	102	1	-0.27	-6	1.1
CCCCCCC(c1c(C)n(C)n(-c2ccccc2)c1=O)c1c(C)n(C)n(-c2ccccc2)c1=O	-2	-8	1539	1	4	4	107	-4	-1	15	1
COC(=O)CSc1nnc(CNC(=O)c2ccccc2OC)n1-c1ccc(OC)cc1	-4	7	1687	1	5	4	100	5	.	-3	1
O=C(CCc1nnc(CCCCc2ccccc2)o1)NCCc1cccnc1	3	-7	1440	1	-2	2	103	0	0.048	6	1
Cc1cc(-n2c(C)cc(C(=O)CSc3ncnc4ccccc34)c2C)no1	3	7	1374	1.1	1	0	41	75*	.	18	1
C/C(=N\NC(=O)c1ccc(Cn2cc([N+](=O)[O-])cn2)o1)c1cccc(NC(=O)c2cccnc2)c1	15	1	1532	1	-18	6	93	13	0.97	-14	1.2
Cc1cc(C(C)(C)C)c(O)c(C(C)(C)C)c1	1	0	1436	1	-3	1	103	-2	0.51	-5	1
CCOC(=O)Nc1ccc2c(c1)N(C(=O)N1CCN(C)CC1)c1ccccc1S2	2	-3	1496	1	-5	-2	112	-9	-2	0	1.1
COc1cc(-c2nc3ccc4ccccc4c3c3c2CCC3)cc(OC)c1OC	-8	2	1399	1.1	6	-3	116	-11	0.62	-7	0.9
COc1cc(OC)cc(C(C(=O)NC2CCCCC2)N(C(=O)c2ccno2)c2ccccc2)c1 (stereo unspecified)	-2	-3	1526	1	3	-5	98	4	0.93	-5	1
CCN(CCCNC(=O)C1CCCN(S(=O)(=O)c2cnc[nH]2)C1)c1ccccc1 (stereo unspecified)	0	10	1802	1	1	16	100	5	.	3	1
Oc1ccc2ccccc2c1C=Nc1ccc(Cl)cn1	12	10	1757	1	-6	7	112	-6	.	6	1.1
CCOC(=O)c1c(C)oc2ccc(OC(=O)COc3c(F)c(F)c(F)c(F)c3F)cc12	-2	-7	1557	1	8	-3	87	19	-1.4	3	0.9
N#CCN1CCN(CC(=O)Nc2cccc3ccccc23)CC1	1	1	1721	1	-8	7	100	4	.	-2	1.1
COC(=O)c1ccc2c(=O)n(CCCCCC(=O)NCc3ccccn3)c(=O)[nH]c2c1	0	1	1507	1	2	5	96	9	.	-1	1
COc1ccc(-n2c(SCC(=O)N3CCCCC3)nnc2-c2cccnc2)cc1	3	0	1729	1	2	-9	90	21	.	-1	1
CCOC(=O)/C(C#N)=C/c1ccc(OCC(=O)Nc2ccccc2)c(OC)c1	12	-1	1707	1	19	6	109	-5	.	-29	0.8
Cc1ccc(S(=O)(=O)Cn2nnnc2CN2CCN(C(=O)c3ccco3)CC2)cc1	-1	1	1694	1	-4	3	99	3	0.6	2	1
CC(=O)OC1COC(OC2C(O)C(C)OC(OC3C(OC4CCC5(C)C(CCC6(C)C5CC=C5C7CC(C)(C)CCC7(C(=O)O)CCC56C)C4(C)CO)OCC(O)C3O)C2O)C(O)C1OC(C)=O (stereo unspecified)	-5	-7	1420	1.1	10	4	.	.	.	16	0.9
CCOc1ccc(CCNC(=O)C2CCC(=O)N2C2CCCCC2)cc1OCC (stereo unspecified)	-2	-1	1635	1.1	-10	-4	101	6	0.4	11	1.1
CCS(=O)(=O)Nc1ccc(C2=NN(C(=O)c3ccco3)C(c3cccc(F)c3)C2)cc1 (stereo unspecified)	-6	-5	1545	1.1	1	-1	90	17	-0.11	63*	1
COc1ccc(-c2cc3ccccc3oc2=O)cc1NC(=O)c1ccc(Br)o1	11	8	1532	1	5	5	105	-3	0.23	-16	1
CCOC(=O)c1cc(-c2cccc([N+](=O)[O-])c2)on1	9	0	1534	1.1	10	1	99	6	-1.4	-10	0.9
Cc1cccc(-c2c3c(=O)n(C)c(=O)n(C)c3cn2CCO)c1	6	5	1436	1	3	10	94	15	-0.0033	0	1
SMILES	PPARg SRC-1 ag	PPARg SRC-2 ag	SRC2 TRFRET art	TNAP act hi DEA	bIAP inh	PPARg SRC-3 ag	STAT3 activator	STAT3 inh	ROMK primary	STAT1 blocker	bIAP act
COc1ccc(C(=O)NC(=S)N2CC(C)OC(C)C2)cc1OC (stereo unspecified)	-6	-2	1438	1	-2	0	99	6	-0.81	-5	1
Cc1ccc(Cn2c(SCC(=O)NCc3ccco3)nc3ccsc3c2=O)cc1	1	2	1598	1	21	3	94	11	.	3	0.8
Cc1ccc(S(=O)(=O)c2cn(CC(=O)Nc3ccccc3)c3ccc(F)cc3c2=O)cc1	0	8	1548	1	9	-3	102	-2	0.41	-11	0.9
Cc1ccc(Nc2ncc3c(n2)CC(C)(C)CC3=O)cc1	10	10	1653	1	-12	-2	94	13	0.2	-90	1.1
CCCCCOc1ccc(NC(=O)c2cc(SC)ccc2Cl)cc1	4	1	1516	1	30	-4	119	-27	0.99	-3	0.7
CCC(=O)OC1c2ccccc2C(=O)N1Cc1ccccc1 (stereo unspecified)	2	-4	1577	1	7	0	99	6	.	-2	0.9
COc1ccccc1/C=C/C=N/N1CCN(Cc2cccc3ccccc23)CC1	-3	3	1651	1	9	-6	106	1	0.42	0	0.9
COc1cccc(NC(=O)c2nn(C)cc2Br)c1	-6	2	1554	.	.	15	87	20	.	-25	.
COc1ccc(S(=O)(=O)N2CCN(c3ccccc3OC)CC2)cc1OC	1	-2	1479	1	2	-3	100	4	.	2	1
Cc1ccc(CS(=O)(=O)CCC(=O)N2CCOCC2)cc1	-4	-3	1402	1	-7	2	105	3	.	0	1.1
COc1ccc(OC)c(C2C(C(C)=O)=C(O)C(=O)N2Cc2cccnc2)c1 (stereo unspecified)	2	3	1699	1.1	5	7	103	0	.	6	0.9
COC(=O)c1[nH]c2ccc(C)cc2c1NC(=O)CN1CCN(c2ccc(F)cc2)CC1	-5	9	1456	1	3	7	70	41	.	22	1
CCCC(=O)Nc1ccc(C(=O)NN2C(=O)c3ccccc3C2=O)cc1	-4	-5	1505	1	7	0	92	5	.	-1	0.9
CCCOC(=O)c1ccc(OC(=O)c2ccco2)cc1	0	0	1494	1	8	-11	101	2	-1	-3	0.9
CC(C)(C)Nc1nc(SCc2ccccc2)nc(N2CCOCC2)n1	-2	-2	1517	1	2	-8	99	2	.	2	1

3 compounds picked at random from the list so far, as already listed:
SMILES	PPARg SRC-1 ag	PPARg SRC-2 ag	SRC2 TRFRET art	TNAP act hi DEA	bIAP inh	PPARg SRC-3 ag	STAT3 activator	STAT3 inh	ROMK primary	STAT1 blocker	bIAP act
CCCCCOc1ccc(NC(=O)c2cc(SC)ccc2Cl)cc1	4	1	1516	1	30	-4	119	-27	0.99	-3	0.7
COc1ccc(OC)c(C2C(C(C)=O)=C(O)C(=O)N2Cc2cccnc2)c1 (stereo unspecified)	2	3	1699	1.1	5	7	103	0	.	6	0.9
Cc1ccc(S(=O)(=O)c2cn(CC(=O)Nc3ccccc3)c3ccc(F)cc3c2=O)cc1	0	8	1548	1	9	-3	102	-2	0.41	-11	0.9
